KCNQ1 act: potentiators or activators of KCNQ1 channel, primary screen, cell-based, thallium flux, high-throughput. CHO-K1 KCNQ1, thallium flux FluxOR fluorescence; stronger effect = higher value. B-score at 10 µM. actives 0.35% (n = 310,000). AID 2648, 2010;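 active means fluorescence ratio B-score, a plate-corrected score, at least three library SD, with initial intensity B-score within 5 SD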
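Assay system: CHO-K1 cells stably expressing KCNQ1. Medium: assay buffer for compound exposure, DMSO matched across wells. Timing: 37 °C overnight plating, 90-min dark dye load, 20-min compound pretreatment. Signal: kinetic FluxOR fluorescence, 10 s baseline plus 110 s post-stimulus.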
TMEM16A act: TMEM16A chloride channel activators or potentiators, primary screen, cell-based, HTS; Anoctamin-1 (Mus musculus), Q8BHY3; HEK293 TMEM16A/YFP-H148Q/I152L, iodide quench fluorescence; stronger effect = lower value; B-score at 10 µM; actives 0.3% (n = 340,000);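 active means fluorescence-ratio B-score plate-corrected deviation score at least 3 library SD below zero, with starting fluorescence score within 5 deviations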;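 further: channel opened by trigger with iodide after compound preincubation; score built on the fluorescence ratio of max minus min over baseline; more negative score means more quench and so TMEM16A activation or potentiation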
MrgX1 allo act: positive allosteric modulators of MrgX1, primary screen, HEK293 cells, Fluo-4 calcium flux; AID 588675, 2011; Mas-related G-protein coupled receptor member X1 (Homo sapiens), Q96LB2; actives 0.63% (n = 310,000); B-score at 10 µM; FDSS; stronger effect = higher value;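 active means plate-corrected calcium response at least 3 library SD above typical, normal starting fluorescence, not activating the receptor alone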;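 further: compound read alongside a low EC10 to EC30 dose of BAM8-22 agonist; peak minus trough fluorescence over baseline measured at the second addition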
Target sequence (Q96LB2 whole entry, looked up): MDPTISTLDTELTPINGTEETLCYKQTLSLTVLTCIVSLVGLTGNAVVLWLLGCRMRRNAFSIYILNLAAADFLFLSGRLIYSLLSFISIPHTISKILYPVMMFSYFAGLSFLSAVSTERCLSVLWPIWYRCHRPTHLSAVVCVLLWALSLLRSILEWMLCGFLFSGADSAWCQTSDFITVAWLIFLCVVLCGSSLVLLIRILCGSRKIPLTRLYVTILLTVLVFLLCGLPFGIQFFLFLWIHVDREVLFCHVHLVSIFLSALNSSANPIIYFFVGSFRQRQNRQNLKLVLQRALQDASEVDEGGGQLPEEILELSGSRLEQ
KCNK9 block: KCNK9 potassium channel inhibitors, primary screen, HEK293 cells, thallium flux; Potassium channel subfamily K member 9 (Homo sapiens), Q9NPC2; FluxOR thallium flux fluorescence; stronger effect = lower value; B-score at 10 µM; actives 1.2% (n = 310,000);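 active means ratio B-score over 3 SD below the library mean, with starting fluorescence within 5 SD of its mean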;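 further: negative B-score means less thallium flux so channel inhibition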
RGS4 act: RGS4 potentiators or activators, primary screen, cell-based, HEK293 M3R inducible RGS4, calcium flux; carbachol calcium flux Fluo4; stronger effect = lower value; B-score at 10 µM; actives 0.92% (n = 310,000);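 active means B-score of the integrated calcium signal more than 4 SD below the library mean, with starting fluorescence not abnormally high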;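 further: negative B-score means reduced calcium response which marks RGS4 activation or potentiation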
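Detection: kinetic calcium fluorescence imaging with Fluo4-AM dye, 2 µM / Material: HEK293 cells with stable M3R and inducible RGS4 / Schedule: recording 10 s baseline at 1 Hz, 100 s post-agonist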
RGS4 inh: RGS4 inhibitors, primary screen, cell-based, HEK293 M3R inducible RGS4, calcium flux; Fluo-4 calcium flux; stronger effect = higher value; triggered by carbachol at its EC20; B-score at 10 µM; actives 0.45% (n = 310,000); AID 463165, 2010;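 active means B-score, a plate-corrected calcium signal, over three deviations above library mean, with baseline fluorescence within five deviations of library mean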;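 further: RGS4 expression induced by doxycycline in cells with stable M3 receptor; B-score is computed from the integrated fluorescence ratio over baseline after carbachol; higher B-score means a larger calcium signal and so more RGS4 inhibition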
Target sequence (P49798 whole entry, looked up): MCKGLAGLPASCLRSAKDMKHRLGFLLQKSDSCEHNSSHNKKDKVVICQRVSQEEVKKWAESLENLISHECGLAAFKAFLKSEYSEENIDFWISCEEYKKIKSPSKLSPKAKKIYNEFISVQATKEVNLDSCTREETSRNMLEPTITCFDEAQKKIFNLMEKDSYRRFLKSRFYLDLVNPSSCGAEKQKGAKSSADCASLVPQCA
TMEM16A inh: TMEM16A chloride channel inhibitors, primary screen, cell-based, HTS | HEK293 TMEM16A/YFP iodide influx fluorescence, ionomycin | normalized B-score (activity score, 25-100; higher = stronger inhibition) at 10 µM | actives 1.2% (n = 310,000) | AID 588511, 2011;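 active means ratio plate-corrected score three or more library SD toward inhibition, starting fluorescence score within five deviations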;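 further: score derived from kinetic fluorescence span divided by baseline fluorescence per well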
hERG rescue: hERG rescue from dofetilide block, primary screen, cell-based, CHO-hERG, FluxOR thallium flux, dofetilide IC70; Voltage-gated inwardly rectifying potassium channel KCNH2 (Homo sapiens), Q12809; dofetilide IC70 present; activation (rescue from dofetilide block), less the hit threshold, % at 10 µM; actives 0.51% (n = 310,000); AID 1511, 2009;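 active means activation above the mean of controls blocked by dofetilide plus 5 SD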;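 further: thallium influx through hERG after potassium depolarization seen as dye fluorescence rise; in these data hits start at about 4.7%; inactives centre near -7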
MrgX1 agonist: agonists of human MrgX1 receptor, primary screen, HEK293 cells, Fluo-4 calcium flux; AID 588627, 2011; Fluo-4 calcium fluorescence, agonist mode; stronger effect = higher value; Mas-related G-protein coupled receptor member X1 (Homo sapiens), Q96LB2; B-score at 10 µM; actives 0.44% (n = 310,000);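 active means calcium response B-score plate-corrected fluorescence ratio at least 3 library SD, with starting fluorescence B-score inside 5 SD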
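Assay system: MrgX1-expressing HEK293 cells / Amount: fifteen thousand cells per well / Doses: test compound in the initial addition of three / Timing: cells plated overnight, dye loaded 0.5 h 37 °C, 0.5 h room temperature / Technique: kinetic calcium dye fluorescence, Fluo-4 NW / Control set: positive and negative controls per plate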
KCNQ1 inh: inhibitors of human KCNQ1 channel, primary screen, cell-based, thallium flux, high-throughput. CHO-K1 KCNQ1, FluxOR thallium flux fluorescence; stronger effect = higher value. B-score at 10 µM. actives 1.3% (n = 310,000). AID 2642, 2010;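 active means compounds whose thallium flux B-score, printed positive for inhibition, exceeds three library SD while starting fluorescence stays within three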;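 further: channel opened by potassium depolarization with thallium stimulus after 20 min compound exposure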
KCNK3 block: human KCNK3 channel inhibitors, primary screen, CHO cells, FluxOR thallium flux, B-score; AID 602410, 2012; FluxOR fluorescence; stronger effect = lower value; actives 0.84% (n = 340,000); Potassium channel subfamily K member 3 (Homo sapiens), O14649; B-score at 10 µM;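 active means B-score under library mean minus 4 SD, starting fluorescence ratio at most library mean plus 5 SD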;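 further: more negative B-score means stronger inhibition of thallium flux through KCNK3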
Target sequence (O14649 whole entry, looked up): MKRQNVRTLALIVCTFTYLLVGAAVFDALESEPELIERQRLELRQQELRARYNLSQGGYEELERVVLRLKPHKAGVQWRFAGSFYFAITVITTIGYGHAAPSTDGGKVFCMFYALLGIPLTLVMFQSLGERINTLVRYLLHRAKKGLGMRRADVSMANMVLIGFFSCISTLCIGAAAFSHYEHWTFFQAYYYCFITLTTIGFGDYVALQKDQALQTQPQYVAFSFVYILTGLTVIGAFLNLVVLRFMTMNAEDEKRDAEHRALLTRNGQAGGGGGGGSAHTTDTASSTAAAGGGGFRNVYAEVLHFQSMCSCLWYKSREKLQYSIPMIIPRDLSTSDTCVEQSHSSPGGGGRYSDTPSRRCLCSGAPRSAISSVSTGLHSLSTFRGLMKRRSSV
The depositor's hits bear a star; i = inactive.

SMILES | KCNQ1 act | TMEM16A act | MrgX1 allo act | KCNK9 block | RGS4 act | RGS4 inh | TMEM16A inh | hERG rescue | MrgX1 agonist | KCNQ1 inh | KCNK3 block
CN(C)c1c(N)c(=O)oc2ccccc12 | i | i | i | i | i | i | i | -18.6 | i | i | i
CCS(=O)(=O)N1CCC(C(=O)Nc2cccc(F)c2)CC1 | i | i | i | i | i | i | i | -1.9 | i | i | i
CSc1nc2nc3c(c(=O)n2[nH]1)CN(Cc1ccccc1)CC3 | i | i | i | i | i | i | i | -7.3 | i | i | i
COc1cc(S(=O)(=O)NCC2CCCO2)ccc1Br (stereo not drawn) | i | i | i | i | i | i | i | -8.9 | i | i | i
Cc1ccc(NS(=O)(=O)c2cccs2)cc1S(=O)(=O)N1CCCCCC1 | i | i | i | i | i | i | i | -8.1 | i | i | i
CCN(CC)S(=O)(=O)c1ccc(N2CCOCC2)c(NC(=O)Cc2ccccc2F)c1 | i | i | i | i | i | i | i | -8.2 | i | i | i
OCCC1CN(CC#Cc2ccccc2)CCN1C1CCCC1 (stereo not drawn) | i | i | i | i | i | i | i | -13.7 | i | i | i
Fc1ccc(NC(=S)N2CCCC2)cc1Cl | i | i | i | i | i | i | i | -11.3 | i | i | i
CCOc1ccc(OCC)c(NC(=O)CN(C)S(=O)(=O)c2cnc[nH]2)c1 | i | i | i | i | i | i | i | -4.7 | i | i | i
CCOC(=O)N1CCN(C(=O)c2ccc(Cl)c(S(=O)(=O)N3CCCC3)c2)CC1 | i | i | i | i | i | i | i | -8.1 | i | i | i
O=C(Nc1ccc(CN2CCOCC2)cc1)c1ccc(N2CCCC2)c([N+](=O)[O-])c1 | i | i | i | i | i | i | i | -7.9 | i | i | i
O=c1c2c3c(sc2nc2n1CCC2)CCCC3 | i | i | i | i | i | i | i | -6.9 | i | i | i
COc1ccccc1C(=O)Nc1ccc(S(=O)(=O)N2CCC(C)CC2)cc1 | i | i | i | i | i | i | i | -8.4 | i | i | i
COc1ccc(/C(C)=C2\SC(=S)N(CCC(=O)O)C2=O)cc1 | i | i | i | i | i | i | i | -10.4 | i | i | i
CC1CCN(C(=O)Cc2nn(C)c(=O)c3ccccc23)CC1 | i | i | i | i | i | i | i | -3.9 | i | i | i
COc1ccc(C(=O)CCN2CCC(C)CC2)cc1 | i | i | i | i | i | i | i | -3.3 | i | i | i
CCN(CC)C(=O)c1ccc(Cn2cc([N+](=O)[O-])cn2)o1 | i | i | i | i | i | i | i | 3.2 | i | i | i
CCCCn1c(=O)[nH]c(=O)c2c1nc(-c1cc(Br)ccc1OC)n2C | i | i | i | i | i | i | i | -5.2 | i | i | i
Cc1ccc([N+](=O)[O-])c(C(=O)N/N=C/c2cccs2)c1 | i | i | i | i | i | i | i | -5.5 | i | i | i
COCc1ccc(CN2CCC(N3CCC(C(=O)N4CCCC4)CC3)CC2)o1 | i | i | 8.93* | i | i | i | i | -7.3 | i | i | i
CCC(C)OC(=O)C[N+](C)(C)CCOC1CC2CCC1(C)C2(C)C (stereo not drawn) | i | i | i | i | i | i | i | -9.1 | i | 7* | i
COc1ccc(N(CC(=O)Nc2cccc(F)c2)S(=O)(=O)c2c(C)[nH]c(=O)[nH]c2=O)cc1 | i | i | i | i | i | i | i | -6.0 | i | i | i
CCOC(=O)C(=CNc1ccc(NC2=NCC(C)S2)cc1)C(=O)OCC (stereo not drawn) | i | i | i | i | i | i | i | -21.6 | i | i | i
COC(c1ccccc1)c1nnc(CCC(=O)N(C)Cc2cccc(-n3cccn3)c2)o1 (stereo not drawn) | i | i | i | i | i | i | i | -14.8 | i | i | i
Cc1cccc(C)c1N1CCN(S(=O)(=O)c2ccccc2)CC1 | i | i | i | i | i | i | i | -5.2 | i | i | i
COC(=O)c1c(NC(=O)/C=C/c2ccc3c(c2)OCO3)sc(C)c1C | i | i | i | i | i | i | i | -3.0 | i | i | i
Cc1ccc(NC(=S)N2CCC(O)CC2)c(C)c1 | i | i | i | i | i | i | i | -6.2 | i | i | i
CCC(C)c1ccccc1NC(=O)c1cccnc1 (stereo not drawn) | i | i | i | i | i | i | i | -10.7 | i | i | i
Cc1ccc(N(C(=O)CNC(=O)c2ccco2)C(C(=O)NCC2CCCO2)c2ccccc2)cc1C (stereo not drawn) | i | i | i | i | i | i | i | -19.3 | i | i | i
Fc1ccc(CNCc2cccc(Br)c2)cc1 | i | i | i | i | i | i | i | -8.0 | i | i | i
CCOc1ccc(C(=O)C(C)=O)c(OCC)c1 | i | i | i | i | i | i | i | -7.3 | i | i | i
COc1ccccc1NCCC#N | i | i | i | i | i | i | i | -11.2 | i | i | i
CN(C)C(=O)N1CCC(C(=O)N2CCCC(C(=O)c3ccc(C(C)(C)C)cc3)C2)CC1 (stereo not drawn) | i | i | i | i | i | i | i | -4.9 | i | i | i
COc1cccc(N(C(=O)c2ccco2)C(C(=O)NC2CCCC2)c2ccc(N3CCOCC3)cc2)c1 (stereo not drawn) | i | i | i | i | i | i | i | -5.7 | i | i | i
CC1=CC(C)(C)NC(=S)N1c1ccc(C)cc1 | i | i | i | i | i | i | i | -0.4 | i | i | i
Cc1onc(-c2ccccc2Cl)c1C(=O)NCc1nc(-c2ccccc2)no1 | i | i | i | i | i | i | i | -5.8 | i | i | i
COc1ccc(CSc2nc(O)cc(=O)n2CC(C)C)cc1F | i | i | i | i | i | i | i | -2.0 | i | i | i
O=C(NNC(=O)c1ccccc1F)C1=NN(c2ccccc2)C(=O)CC1 | i | i | i | i | i | i | i | -5.4 | i | i | i
CCOc1ccc(/C=N/NC(=S)NC2CC3CCC2C3)cc1 (stereo not drawn) | i | i | i | i | i | i | i | -6.3 | i | i | i
CCCCN(CC)Cc1c(O)ccc2c(-c3ccccc3)cc(=O)oc12 | i | i | i | i | i | i | i | -3.6 | i | i | i
CCOC(=O)N1CCC(NC(=O)CN2C(=O)CSc3nc(C)cc(C)c32)CC1 | i | i | i | i | i | i | i | -2.9 | i | i | i
Clc1cccc(N/N=C/c2ccncc2)c1 | i | i | i | i | i | i | i | -9.4 | i | i | i
O=[N+]([O-])c1ccc2oc(C(O)c3cccc(Cl)c3)cc2c1 (stereo not drawn) | i | i | 8.53* | i | i | i | i | -15.9 | i | 9* | i
COc1ccc(C(C)C)cc1S(=O)(=O)NCc1ccccn1 | i | i | i | i | i | i | i | -14.9 | i | i | i
COc1ccc(C(=O)c2cnc(C(C)C)n2C)cc1 | i | i | i | i | i | i | i | -2.5 | i | i | i
CC1(c2ccccc2)CC(c2ccccc2)=Nc2ccccc2N1 (stereo not drawn) | i | i | i | i | i | i | i | -12.2 | i | i | i
Cc1cc(C(=O)Nc2cccc(C(=O)O)c2)oc1C | i | i | i | i | i | i | i | -4.1 | i | i | i
COc1cccc(C2c3[nH]c4ccccc4c3C[C@H]3C(=O)N(C4CCN(Cc5ccccc5)CC4)CC(=O)N23)c1 (stereo partly drawn) | i | i | i | i | i | i | i | -19.1 | i | i | i
Cc1nnc(SCC(=O)Nc2ccccc2F)n1-c1ccc(F)cc1 | i | i | i | i | i | i | i | -9.1 | i | i | i
COC(=O)C(CC(=O)c1ccc(Br)cc1)n1cccn1 (stereo not drawn) | i | i | i | i | i | i | i | -13.3 | i | i | i
CCOc1ccccc1NC1c2ccccc2C(=O)N1c1cccnc1 (stereo not drawn) | i | i | i | i | i | i | i | -3.5 | i | i | i
CCn1c(C)nc([N+](=O)[O-])c1Sc1ccc(F)cc1 | i | i | i | i | i | i | i | -7.1 | i | i | i
Cc1nnc2sc(SCC(=O)Nc3cccc(Cl)c3)nn2c1=O | i | i | i | i | i | i | i | -12.0 | i | i | i
N#Cc1c(C(F)(F)F)cc(=O)n2c1[nH]c1ccccc12 | i | i | i | i | i | i | 100* | -12.5 | i | 6* | i
COC(=O)C1(CCSC)NC(c2ccc(OC)cc2OC)C2C(=O)N(c3cccc(C(C)=O)c3)C(=O)C21 (stereo not drawn) | i | i | i | i | i | i | i | 1.8 | i | i | i
CCOc1ccc(S(=O)(=O)NC(C)C(=O)NCc2cccnc2)cc1 (stereo not drawn) | i | i | i | i | i | i | i | -7.9 | i | i | i
Cc1cc(CN(C)C(=O)c2cc(COc3ccc(C)c(C)c3)on2)on1 | i | i | i | i | i | i | i | -13.6 | i | i | i
O=c1[nH]c(C2CCN(S(=O)(=O)c3ccccc3F)CC2)nc2c1nnn2Cc1ccc2c(c1)OCCO2 | i | i | i | i | i | i | i | -6.4 | i | i | i
CC(NC(=O)c1ccncc1)C(c1cccs1)N1CCOCC1 (stereo not drawn) | i | i | i | i | i | i | i | -4.0 | i | i | i
CC(C)(C)c1cc(NC(=O)COC(=O)C2CC2)n(-c2ccccc2)n1 | i | i | i | i | i | i | i | -6.5 | i | i | i
Cc1ccc(S(=O)(=O)n2cnc3ccccc32)cc1 | i | i | i | i | i | i | i | -10.2 | i | i | i
N#CC1(CCCN2CCCCC2)c2ccccc2CCc2ccccc21 | i | i | i | i | i | i | i | -11.1 | i | i | i
c1ccc(-n2c(-c3cccs3)nc3nc4ccccc4nc32)cc1 | i | i | i | i | i | i | i | -3.5 | i | i | i

Assay outcomes deposited in PubChem by Johns Hopkins Ion Channel Center.

Not a hit list (roughly 6.3% active in at least one column).
